Source: PubChem BioAssay
FLuc inh: blocks purified firefly luciferase enzyme activity | P08659 | AID 1347043 | Potency, µM (series often up to 115 µM), without a hit: at the highest dose activity change, negative = inhibition, usual class: inhibitors | 2.5% of 76,000 active | purified P. pyralis luciferase, luminescence, biochemical; further: potency means the concentration at half of the fitted maximal effect; nearly all actives have a fitted effect of over 65% in size
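Purified 10nM P. pyralis luciferase with 10uM D-luciferin and 10uM ATP in 50mM Tris acetate pH 7.5, 10mM Mg acetate, 0.01% Tween-20, 0.05% BSA. qHTS titration; luminescence read by CCD imager.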
GPT2 inhibitor: inhibitors of human GPT2 alanine aminotransferase; Potency, µM (doses to about 57.7 µM), without a hit: at the top dose activity change, negative = inhibition, usual class: inhibitors; Recombinant GPT2, coupled pyruvate oxidase/HRP Amplex Red fluorescence; 0.25% of 100,000 active; further: potency means the concentration at half of the fitted maximal effect; nearly all actives have a fitted effect of over 60% in size; many of its hits are not listed in these tables
Target sequence (Q8TD30 whole entry, looked up): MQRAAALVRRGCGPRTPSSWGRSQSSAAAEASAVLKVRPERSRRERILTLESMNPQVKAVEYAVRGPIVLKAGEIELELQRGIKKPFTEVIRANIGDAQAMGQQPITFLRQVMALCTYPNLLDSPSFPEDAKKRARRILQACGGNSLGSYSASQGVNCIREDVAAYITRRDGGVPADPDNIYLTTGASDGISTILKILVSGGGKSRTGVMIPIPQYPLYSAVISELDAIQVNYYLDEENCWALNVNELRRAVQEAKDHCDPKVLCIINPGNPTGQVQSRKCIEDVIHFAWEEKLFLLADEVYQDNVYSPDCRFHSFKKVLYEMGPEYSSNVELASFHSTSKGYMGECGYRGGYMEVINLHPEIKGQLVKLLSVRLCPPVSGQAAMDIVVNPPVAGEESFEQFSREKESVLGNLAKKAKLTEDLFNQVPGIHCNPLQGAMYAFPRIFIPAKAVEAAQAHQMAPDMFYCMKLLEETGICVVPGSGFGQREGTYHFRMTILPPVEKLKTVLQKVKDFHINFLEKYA
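GPT2 10ng/uL, a-KG 250uM, L-Ala 2mM, HEPES pH7.5 + 0.0001% Tween; 30 min RT. Then Amplex mix (PO/HRP/ThPP), 30 min RT dark, fluorescence. AOA 50uM used as positive control.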
SNCA viab count: counter-screen for SNCA expression inhibitors: cell viability. HEK-293-SNCA-luc viability, GF-AFC fluorescence, 24 h. Potency, µM (titrated, usually from 57.1 µM), for inactives: at the top dose activity change, negative = cytotoxicity, usual class: cytotoxic. 0.12% of 150,000 active;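 further: potency means the concentration at half of the fitted maximal effect; 0% = DMSO-treated cells and -100% = medium-only wells without cells; nearly all actives have a fitted effect of over 30% in size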
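Cytotoxicity counterscreen: after 24 h compound treatment of genome-edited SNCA-luciferase HEK-293 cells, live-cell protease substrate GF-AFC read by fluorescence after 30 min; activity scaled between DMSO (0%) and medium-only (-100%), curves Hill-fitted.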
3T3 cytotox: cytotoxic compounds in NIH 3T3 cells; NIH 3T3 viability, CellTiter-Glo ATP luminescence, 48-72 h; Potency, µM (top dose mostly 96.7 µM), without a hit: at the top dose activity change, negative = cytotoxicity, actives largely listed as inhibitors; 4.3% of 94,000 active; further: potency means the concentration at half of the fitted maximal effect; nearly all actives have a fitted effect of over 55% in size
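Viability of NIH 3T3 cells after 48 or 72 hr compound treatment at 37 °C was assessed by CellTiter-Glo, with luminescence imaged following a 10 min room-temperature step.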
HEK cytotox: HEK 293 cell cytotoxicity; HEK 293 viability, ATP luminescence (CellTiter-Glo), 48-72 h; Potency, µM (doses to about 115 µM), for inactives: at the top dose activity change, negative = cytotoxicity, usual class: inhibitors; 6.6% of 94,000 active; further: potency means the concentration at half of the fitted maximal effect; nearly all actives have a fitted effect of over 60% in size
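HEK 293 cells at 250 cells/well were exposed to compounds by pintool transfer for 48 or 72 hr at 37 degree Celsius, 5% CO2. Viability was read as ATP-coupled luminescence with CellTiter-Glo after 10 min at room temperature.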
IP6K1 inh: blocks human inositol hexakisphosphate kinase 1 | Q92551 | IP6K1 kinase, ADP-Glo luminescence, 2 h; active compounds read low | activity change, % (series mostly up to about 58 µM) | 0.81% of 140,000 active | AID 1645851; in the data active means activity change below about -25%
Target sequence (Q92551 whole entry, looked up): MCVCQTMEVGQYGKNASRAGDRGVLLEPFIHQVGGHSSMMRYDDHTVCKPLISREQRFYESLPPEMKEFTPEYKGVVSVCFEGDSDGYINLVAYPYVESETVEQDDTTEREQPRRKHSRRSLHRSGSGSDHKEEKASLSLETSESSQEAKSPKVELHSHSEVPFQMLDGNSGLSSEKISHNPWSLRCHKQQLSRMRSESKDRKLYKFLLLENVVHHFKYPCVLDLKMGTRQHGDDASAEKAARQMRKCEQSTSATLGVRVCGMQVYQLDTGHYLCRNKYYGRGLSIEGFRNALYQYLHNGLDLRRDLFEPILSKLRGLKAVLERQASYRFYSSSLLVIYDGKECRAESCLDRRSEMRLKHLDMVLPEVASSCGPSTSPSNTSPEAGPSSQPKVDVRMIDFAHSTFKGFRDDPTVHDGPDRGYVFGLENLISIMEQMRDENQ
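ADP-Glo luminescence measures ADP made by human IP6K1 during a 2 h RT reaction with ATP/IP6 (mix at 1.3 mM/130 uM); top library doses 57.5 and 19.1 uM final.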
SNCA expr inh: inhibitors of alpha-synuclein (SNCA) gene expression. HEK-293 SNCA-luciferase knock-in, luminescence, 24 h. Potency, µM (titrated, usually from 57.2 µM), without a hit: at the top dose activity change, negative = inhibition, most hits filed as inhibitors. 0.17% of 140,000 active. AID 1671194;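 further: potency means the concentration at half of the fitted maximal effect; plate controls were DMSO cells for no effect and cell-free wells for full effect; nearly all actives have a fitted effect of over 45% in size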
* = called active by the depositor; [ ] = remark or other dose. Unless noted, the call rests on the fitted dose curve; in most records, active means well fitted curve in the direction sought with a large enough effect; inconclusive means small, poorly fitted or top-dose-only effect, or another doubt; inactive means no such curve, though single readings can be large; an effect the other way counts as inactive or inconclusive. Unless noted, on the % scale 0 is the no-effect control and ±100 the full control effect.

For CCc1ccc2oc(C(=O)Nc3nc(-c4ccc(F)cc4)ns3)c(C)c2c1 the results were SNCA viab count 5%, IP6K1 inh 29 and SNCA expr inh 36%[activator].
Cc1ccc(S(=O)(=O)NCCc2nnc3ccc(SCc4ccccc4F)nn23)cc1 was read as SNCA viab count -15%, IP6K1 inh 4 and SNCA expr inh -30%.
Screening CN(C)c1cc(NCc2cccnc2-n2cnc3ccccc32)ncn1 returned FLuc inh 8%, GPT2 inhibitor -3%[11.5 µM], SNCA viab count 5%, 3T3 cytotox -2%, HEK cytotox 5%, IP6K1 inh 4 and SNCA expr inh 6%.
`CC(=O)C=C=C1C(C)(C)CC(O)CC1(C)O[C@@H]1O[C@H](CO[C@H]2OC[C@](O)(CO)[C@H]2O)[C@@H](O)[C@H](O)[C@H]1O` (some centres not stated) gave GPT2 inhibitor inactive, SNCA viab count 20%[23.9 µM] and IP6K1 inh -7.
`CCCCN(CC)C(=O)C1CCCN(c2ncnc3onc(C)c23)C1` (configuration not stated) gave SNCA viab count -9%, IP6K1 inh -15 and SNCA expr inh 7%.
For CC1(c2ccccc2)CCCN(C(=O)CCn2ccc(=O)[nH]c2=O)C1 (configuration not stated) the results were FLuc inh -2%, GPT2 inhibitor inactive, SNCA viab count 1%, 3T3 cytotox -10%, HEK cytotox -18%, IP6K1 inh 29 and SNCA expr inh 7%.
Screening C=CCO[C@@H]1CCN2C(=O)c3cc(-c4ccccc4F)ccc3NC(=O)[C@H]12 returned FLuc inh -3%[172 µM], GPT2 inhibitor -11%[88.5 µM], SNCA viab count -3%[87.6 µM], 3T3 cytotox inconclusive, HEK cytotox inconclusive, IP6K1 inh 0 and SNCA expr inh -17%[87.6 µM].
Screening Cn1cc(C#N)cc1C(=O)N1CCCC(C)(Cc2ccc3c(c2)OCO3)C1 (configuration not stated) returned FLuc inh 12%, GPT2 inhibitor inactive, SNCA viab count 1%, 3T3 cytotox inconclusive, HEK cytotox inconclusive, IP6K1 inh -1 and SNCA expr inh 3%.
`COc1cc2c(C(=O)Nc3cc(OC)c(OC)c(OC)c3)cn(C)c(=O)c2cc1OC` gave SNCA viab count 1%, IP6K1 inh 0 and SNCA expr inh 15%.
COc1ccc(Br)cc1CNC(=O)c1cc2n(n1)CCCN(Cc1ccc(C)cc1)C2=O was read as SNCA viab count -3%, IP6K1 inh -16 and SNCA expr inh -14%.
`Cc1cc(O)c(C(c2ccccc2)N2CCC(C)CC2)c(=O)n1Cc1ccco1` (configuration not stated) gave SNCA viab count 10%, IP6K1 inh -3 and SNCA expr inh -12%.
For COc1ccc(-c2cc(N3CCCN(C(=O)CCc4ccccc4)CC3)n[nH]2)cc1 the results were FLuc inh -6%, GPT2 inhibitor inconclusive, SNCA viab count -22%, 3T3 cytotox inconclusive, HEK cytotox inconclusive, IP6K1 inh 4 and SNCA expr inh 13%.
For Cc1ccccc1CNC(=O)CN1C(=O)C2(CCNCC2)Nc2ccccc21 the results were FLuc inh 0%, GPT2 inhibitor 0%[11.5 µM], SNCA viab count -18%, 3T3 cytotox inactive, HEK cytotox inactive, IP6K1 inh 47 and SNCA expr inh -13%.
O=C(c1cccc(Cl)c1)N1CCN(CCc2ccncc2)CC1 was read as SNCA viab count 0%, IP6K1 inh 20 and SNCA expr inh 22%.
For CCc1cccc2c(C(CC(=O)N3CCCCC3)c3cccc(OC)c3)c[nH]c12 (configuration not stated) the results were FLuc inh 3%, GPT2 inhibitor -14%, SNCA viab count -4%, 3T3 cytotox inconclusive, HEK cytotox inconclusive, IP6K1 inh 4 and SNCA expr inh -8%.
`CCn1nc(C)c(-c2cc(C(=O)N3CCC(CCOc4ccccc4)C3)no2)c1C` (configuration not stated) gave FLuc inh 24%, GPT2 inhibitor inactive, SNCA viab count -10%, 3T3 cytotox inconclusive, HEK cytotox 25µM*, IP6K1 inh 22 and SNCA expr inh -20%.
Screening CN1CC2(CCN(C(=O)Cc3cccc(F)c3)CC2)CC1C(=O)N1CCOCC1 (configuration not stated) returned FLuc inh -3%, GPT2 inhibitor inactive, SNCA viab count -4%, 3T3 cytotox inactive, HEK cytotox -16%, IP6K1 inh -3 and SNCA expr inh -6%.
`COc1ccccc1C(=O)N1CCC2(CC1)CC(O)CCO2` (configuration not stated) gave GPT2 inhibitor inactive, SNCA viab count -6%, 3T3 cytotox -10%, HEK cytotox 1%, IP6K1 inh 21 and SNCA expr inh 6%.
`COc1ccc(F)cc1-c1cccc(C(=O)NCCN[S+](=O)([O-])c2c(C)noc2C)c1` gave GPT2 inhibitor -10%, SNCA viab count -1%, 3T3 cytotox inconclusive, HEK cytotox inconclusive, IP6K1 inh -14 and SNCA expr inh -23%.
`Cc1noc(-c2ccn3c(CNC(=O)c4cccnc4)nnc3c2)n1` gave FLuc inh -2%, GPT2 inhibitor 2%, SNCA viab count -2%, 3T3 cytotox -4%, HEK cytotox -15%, IP6K1 inh -2 and SNCA expr inh inconclusive.
`COc1ccc(NC(=O)Cn2ccn3nc4c(c3c2=O)CCCCC4)cc1OC` gave FLuc inh -10%, GPT2 inhibitor inactive, SNCA viab count -18%, 3T3 cytotox inconclusive, HEK cytotox inconclusive, IP6K1 inh 20 and SNCA expr inh inconclusive.
Cc1nc(Cc2ccc(N(C)C)cc2)n(CCO)n1 was read as FLuc inh 14%, GPT2 inhibitor inactive, SNCA viab count -3%, 3T3 cytotox -4%, HEK cytotox -12%, IP6K1 inh 10 and SNCA expr inh 6%.
`CC(=O)Nc1ccc(S(=O)(=O)N2C[C@@H]3C[C@H](C2)c2c(-c4ccc(OC(F)(F)F)cc4)ccc(=O)n2C3)cc1` gave FLuc inh 2%, GPT2 inhibitor inconclusive, SNCA viab count 2%, 3T3 cytotox inconclusive, HEK cytotox inconclusive, IP6K1 inh 5 and SNCA expr inh 13%.
For O=C(c1ccccn1)N1CCCC2(CC(c3ccccn3)=NO2)C1 (configuration not stated) the results were GPT2 inhibitor inactive, SNCA viab count -2%, 3T3 cytotox 0%, HEK cytotox -8%, IP6K1 inh 6 and SNCA expr inh inconclusive.
For CN(CCc1noc(C2CN(C(=O)c3cc(F)ccc3F)C2)n1)C(=O)C1CC1 the results were FLuc inh 6%, GPT2 inhibitor 3%, SNCA viab count 0%, 3T3 cytotox 1%, HEK cytotox 7%, IP6K1 inh -6 and SNCA expr inh 21%.
`COc1ccc(C(CC(=O)N(C)Cc2ccccn2)c2ccccc2)cc1` (configuration not stated) gave FLuc inh 9%, GPT2 inhibitor inactive, SNCA viab count -16%, 3T3 cytotox -26%, HEK cytotox inconclusive, IP6K1 inh 7 and SNCA expr inh inconclusive.
For COC(=O)c1sc(N2C(=O)c3oc4ccccc4c(=O)c3C2c2ccc(O)cc2)nc1C (configuration not stated) the results were SNCA viab count -8%, IP6K1 inh -11 and SNCA expr inh 39%[activator].
Screening O=C(c1ccc2c(c1)C1(CCN(CC3CC3)C1)CN2Cc1ccccc1)N1CCOCC1 (configuration not stated) returned FLuc inh -5%[172 µM], GPT2 inhibitor inactive, SNCA viab count 0%[87.6 µM], 3T3 cytotox -22%[138 µM], HEK cytotox inconclusive, IP6K1 inh 16 and SNCA expr inh 1%[87.6 µM].
Screening Cc1ccc(-c2cc(C(F)(F)F)n3nc(-c4ccc(Cl)cc4)cc3n2)cc1 returned SNCA viab count 2%, IP6K1 inh -8 and SNCA expr inh 14%.

For reference, eight of the compounds above.
`COc1ccccc1C(=O)N1CCC2(CC1)CC(O)CCO2` (configuration not stated) gave GPT2 inhibitor inactive, SNCA viab count -6%, 3T3 cytotox -10%, HEK cytotox 1%, IP6K1 inh 21 and SNCA expr inh 6%.
`COc1ccc(F)cc1-c1cccc(C(=O)NCCN[S+](=O)([O-])c2c(C)noc2C)c1` gave GPT2 inhibitor -10%, SNCA viab count -1%, 3T3 cytotox inconclusive, HEK cytotox inconclusive, IP6K1 inh -14 and SNCA expr inh -23%.
`Cc1noc(-c2ccn3c(CNC(=O)c4cccnc4)nnc3c2)n1` gave FLuc inh -2%, GPT2 inhibitor 2%, SNCA viab count -2%, 3T3 cytotox -4%, HEK cytotox -15%, IP6K1 inh -2 and SNCA expr inh inconclusive.
`COc1ccc(NC(=O)Cn2ccn3nc4c(c3c2=O)CCCCC4)cc1OC` gave FLuc inh -10%, GPT2 inhibitor inactive, SNCA viab count -18%, 3T3 cytotox inconclusive, HEK cytotox inconclusive, IP6K1 inh 20 and SNCA expr inh inconclusive.
Cc1nc(Cc2ccc(N(C)C)cc2)n(CCO)n1 was read as FLuc inh 14%, GPT2 inhibitor inactive, SNCA viab count -3%, 3T3 cytotox -4%, HEK cytotox -12%, IP6K1 inh 10 and SNCA expr inh 6%.
`CC(=O)Nc1ccc(S(=O)(=O)N2C[C@@H]3C[C@H](C2)c2c(-c4ccc(OC(F)(F)F)cc4)ccc(=O)n2C3)cc1` gave FLuc inh 2%, GPT2 inhibitor inconclusive, SNCA viab count 2%, 3T3 cytotox inconclusive, HEK cytotox inconclusive, IP6K1 inh 5 and SNCA expr inh 13%.
For O=C(c1ccccn1)N1CCCC2(CC(c3ccccn3)=NO2)C1 (configuration not stated) the results were GPT2 inhibitor inactive, SNCA viab count -2%, 3T3 cytotox 0%, HEK cytotox -8%, IP6K1 inh 6 and SNCA expr inh inconclusive.
For CN(CCc1noc(C2CN(C(=O)c3cc(F)ccc3F)C2)n1)C(=O)C1CC1 the results were FLuc inh 6%, GPT2 inhibitor 3%, SNCA viab count 0%, 3T3 cytotox 1%, HEK cytotox 7%, IP6K1 inh -6 and SNCA expr inh 21%.
